# Screening results (PubChem BioAssay)
# PV pol inh – poliovirus RdRp elongation inhibitors, primary screen, biochemical, fluorescence polarization, total intensity; Genome polyprotein (Poliovirus type 1 (strain Mahoney)), P03300; poliovirus polymerase elongation; stronger effect = lower value; % elongation, % (compound at 16.7 µg/mL); 150,000 tested, 0.66% active; AID 588519, 2011; in the data active = % elongation below about 90%; also: some results filed as inactive read as strong as hits
# Target sequence (P03300 1749-2209 limits assumed): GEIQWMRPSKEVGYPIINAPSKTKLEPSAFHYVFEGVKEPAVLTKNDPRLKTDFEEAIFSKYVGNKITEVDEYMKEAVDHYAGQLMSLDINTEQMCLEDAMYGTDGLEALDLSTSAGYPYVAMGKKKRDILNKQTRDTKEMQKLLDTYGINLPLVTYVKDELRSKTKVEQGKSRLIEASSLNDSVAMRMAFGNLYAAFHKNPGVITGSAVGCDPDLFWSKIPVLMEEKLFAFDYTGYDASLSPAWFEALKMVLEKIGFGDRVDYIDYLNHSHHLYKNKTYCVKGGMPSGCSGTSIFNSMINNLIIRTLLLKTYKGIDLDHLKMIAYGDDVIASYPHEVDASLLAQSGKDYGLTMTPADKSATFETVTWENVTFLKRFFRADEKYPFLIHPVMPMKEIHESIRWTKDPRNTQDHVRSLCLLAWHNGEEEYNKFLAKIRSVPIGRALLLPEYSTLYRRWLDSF
# PV pol inh FP z-score – second read-out of PV pol inh, no call of its own (marks repeat the call); z-score; measured here: FP z-score; hits read low
# An asterisk follows results filed as active; & = joins results of further samples.
SMILES,PV pol inh,PV pol inh FP z-score
NS(=O)(=O)c1ccc(N=C2NC(=O)C(CC(=O)Nc3ccccc3)S2)cc1 (centres undefined),101,-0.1
Nn1c(Cc2ccccc2F)nnc1SCc1cc(=O)oc2cc(O)c(O)cc12,101,-0.5
O=C(O)COCC(=O)Nc1ccc(OC(F)F)cc1,102,0.1
O=C(CN1C(=O)c2ccccc2S1(=O)=O)N1CCc2ccccc21,100,-0.4
O=C(CC1CCCCC1)Nc1ccc(F)cc1,103,0.8
CC(C)C(Nc1ncnc2ccc(Br)cc12)C(=O)O (centres undefined),105,0.9
O=C(CSc1nc(-c2ccccc2)cn1-c1ccccc1)Nc1ccccc1,109,0.5
Cc1nonc1NC1(Nc2nonc2C)C(=O)c2ccccc2C1=O,98,-0.7
CC(C)c1nc(N2CCN(C(=S)NC3CCCCC3)CC2)c(C#N)c2c1CCCC2,97,-1
COc1ccc(-c2nc3c(c(SCC(=O)N4CCCCC4)n2)Cc2cc(C)ccc2O3)cc1,110,1.9
CCn1c(C)nc2cc(-c3nnc(Nc4ccccc4)o3)ccc21,98,-0.6
CCN1CCN(c2ncnc3c2cnn3-c2ccc(F)cc2)CC1,106,-0.1
O=C(O)c1ccc2c(c1)CCC2,101,-0.1
Cc1cc(CSc2nc(C)cc(C)n2)c2ncccc2c1,101,-0.1
CCCN(Cc1nnc(-c2ccco2)o1)C(=O)c1ccc2c(c1)CC(c1ccccc1)OC2=O (centres undefined),105,0.5

# Single records, as listed above. Order of values: PV pol inh	PV pol inh FP z-score
# CC(C)c1nc(N2CCN(C(=S)NC3CCCCC3)CC2)c(C#N)c2c1CCCC2 is entered as 97	-1
# COc1ccc(-c2nc3c(c(SCC(=O)N4CCCCC4)n2)Cc2cc(C)ccc2O3)cc1 is entered as 110	1.9
# CCN1CCN(c2ncnc3c2cnn3-c2ccc(F)cc2)CC1 is entered as 106	-0.1
# O=C(CN1C(=O)c2ccccc2S1(=O)=O)N1CCc2ccccc21 is entered as 100	-0.4
# CC(C)C(Nc1ncnc2ccc(Br)cc12)C(=O)O (centres undefined) is entered as 105	0.9

# Next section:
SMILES,PV pol inh,PV pol inh FP z-score
CSc1nnc(C)c(=O)n1COC(=O)c1ccccc1,103,0.2
CCN(CC)c1ccc2cc(C(=O)Nc3ccccc3)c(=N)oc2c1,106,1
O=C(CC1C(=O)NCCN1C(=O)Nc1ccccc1)Nc1ccc(F)cc1 (centres undefined),102,0.1
COc1ccc(OC)c(NC(=O)c2c(N3CCCC3=O)c3cc(OC)ccc3n2C)c1,101,-1.4
O=C(CCC1N=C2c3ccccc3N=C(SCc3cccc(Cl)c3)N2C1=O)N1CCN(c2ccccc2)CC1 (centres undefined),113,0.2
COc1ccc(-n2c3c(cc(C(N)=O)c2=O)C(=O)CC(C)(C)C3)cc1,104,0.5
CN(C1CCCCC1)S(=O)(=O)c1ccc2c(c1)c(=O)c(C(=O)N1CCN(c3ccc(F)cc3)CC1)cn2C,103,-0.3
Cc1ccc(NC(=O)C2CCCN2S(=O)(=O)c2ccc3c(c2)CCCC(=O)N3)cc1C (centres undefined),104,-0.5
CCN(Cc1ccccc1)C(=O)CN1C(=O)COc2ccc(S(=O)(=O)N(CC)CC)cc21,101,-1.4
COc1ccc(-n2c(N(C(C)=O)C(C)=O)c(C#N)c3nc4ccccc4nc32)cc1,101,-0.1
Cc1cc(C)c(/C=C/c2onc(C)c2S(=O)(=O)N2CCC(C(=O)NCCc3ccccc3)CC2)c(C)c1,111,1
O=C(CC1CCCCC1)NCc1ccco1,101,0
CC(=O)c1cccc(Nc2ccc3cc(S(=O)(=O)N4CCC(C)CC4)ccc3n2)c1,109,0.4
O=C(CSCc1ccccc1Cl)N/N=C/c1ccco1,102,0
O=C(Nc1ccccc1)Nc1ccc(Br)cc1,103,0.3

# 2 entries picked at random from those above:
SMILES,PV pol inh,PV pol inh FP z-score
CCN(Cc1ccccc1)C(=O)CN1C(=O)COc2ccc(S(=O)(=O)N(CC)CC)cc21,101,-1.4
O=C(CC1CCCCC1)NCc1ccco1,101,0

# Remaining list, next part
SMILES,PV pol inh,PV pol inh FP z-score
O=C(Cc1coc2cc3c(cc12)CCC3)OCCN1CCCC1=O,104,0.1
COc1ccc(C2C(=O)N(C3CCCCCC3)CC(=O)N2Cc2ccc(C)cc2)cc1OC (centres undefined),108,-0.2
COc1cc2c(cc1OC)CN(C(=O)c1sc(-c3cnccn3)nc1C)CC2,107,0.6
O=C(Cc1csc2ccccc12)NCc1ccc(F)cc1,106,-0.2
CCc1ccc(/C=N/n2c(C)nnc2-n2nc(C)cc2C)cc1,105,0.9
CC1CCCCN1C(=O)NC12CC3CC(CC(C3)C1)C2 (centres undefined),102,0.3
Cc1nn(C)c(C)c1P(=S)(c1c(C)nn(C)c1C)N(C)C,101,-0.1
Cc1ccc(S(=O)(=O)NC(=O)N2CCCc3cc(SC#N)ccc32)cc1,98,-0.2
O=C(CSc1oc(-c2ccc(Cl)cc2)nc1S(=O)(=O)c1ccccc1)N1CCCC1,120,1.9
CCc1ccc(-c2nc(CSCC(=O)N3CCc4ccccc43)c(C)o2)cc1,103,0.6
CC1=Nc2c(ccc3cccnc23)C1(C)C,94,-0.6
CNC(=O)CN1C(=O)c2cccnc2Oc2ccc(Cl)cc21,100,-0.6
CCOC(=O)C(C)Sc1nc(-c2ccccc2)ccc1C#N (centres undefined),105&98,0&-0.6
O=C(CCSc1nnnn1-c1ccccc1)Nc1ccc(Cl)cc1,100,-0.3
Cc1c(NC(=O)c2ccc(OC(C)C)cc2)cccc1-c1nc2ncccc2o1,102,-0.2
COc1ccccc1NC(=O)c1ccc(C(C)(C)C)cc1,107,0.5
CSc1ccc(Cl)c(C(=O)OCC(=O)NCc2ccccc2)c1,100,-0.4
CCc1cccc(NC(=O)C2CCN(C(=O)c3cnn(-c4ccccc4)c3-n3cccc3)CC2)c1,110,0.2
C=CCN1C(=O)CN=C1NCc1ccccc1,100,-0.3
O=C1c2cccnc2C(=O)N1Cc1ccc(S(=O)(=O)N2CCc3ccccc32)cc1,104,0.3
CC1CCC(=NNC(=O)Cc2ccccc2)CC1 (centres undefined),101,-0.3
CCCNC(=O)c1cnn2c(C)c(Cc3ccc(F)cc3)c(C)nc12,101,0.1
O=C(Cc1ccc2ccccc2n1)C(F)(F)F,102,0
COc1ccc(CNC(=O)CCc2c(C)nn(-c3ccc(N4CCCCC4)nn3)c2C)c(OC)c1,102,-0.8
CCOC(=O)CN1CSC2=C(C#N)C(c3ccc(Cl)cc3)CC(=O)N2C1 (centres undefined),99,-2.3
COC(=O)C1=C(CNc2ccc(I)cc2)NC(=O)NC1c1cc(C)ccc1C (centres undefined),101,0.1
CN1CCCCC/C1=N/c1nc(-c2ccccc2)cs1,104,0.3
CCOc1ccc(NC(=O)c2cc(S(=O)(=O)N3CCc4ccccc43)ccc2F)cc1,103,-0.9
Cc1nc(C(=O)Oc2ccc(Cl)cc2)sc1C(=O)Oc1ccc(Cl)cc1,42*,-9.7*
CCn1ccc2cc(S(=O)(=O)N3CCC(C(=O)NCCOC)CC3)ccc21,107,0
Cc1nn2c(C)c(C(=O)NCC(C)c3ccccc3)cnc2c1-c1ccccc1 (centres undefined),113,0.6
O=C(COC(=O)c1ccc(CO)cc1)c1ccc(OC(F)F)cc1,98,-0.8
COc1ccc2c(CNC3CCC(C)CC3)c(C(=O)O)n(Cc3ccccc3)c2c1 (centres undefined),108,0.1
Cc1ccc(-n2c(N)c(C#N)c3nc4ccccc4nc32)c(C)c1,98,-1.3
COC(=O)c1cc2c(N)c(C(=O)OC)sc2nc1C(OC)OC,104,0.1
CC(=O)Nc1ccc(NS(=O)(=O)c2c(C(=O)N3CCCCCC3)c(C)n(C)c2C)cc1,104,-0.4
CCOC(=O)c1c(NC(=S)NC(=O)c2c(I)cnn2C)sc2c1CCC(C)C2 (centres undefined),102,0.1
COc1ccc(OC)c(S(=O)(=O)N2CCC(C(=O)NCCC3=CCCCC3)CC2)c1,99,-0.8
CCOC(=O)CC1(C)NNC(=S)NN1,100,-0.3
CC[C@H](C)NC(=O)CCCc1nnc2n(CCC(C)C)c(=O)c3sccc3n12,111,-0.5
COc1cccc(Nc2nnc(SCC(C)C)s2)c1,99,-0.5
COc1ccc(OC)c(C(=O)CC2(O)C(=O)N(Cc3ccccc3C)c3ccccc32)c1 (centres undefined),107,-0.6
CCn1c(=NC(=O)c2ccco2)sc2cc(Cl)ccc21,102,0.1
O=C(O)/C=C/c1c[nH]c(=O)[nH]c1=O,99,-0.4
Cc1cc(C)n(-c2nc3cc(Cl)ccc3nc2N2CCN(c3ccccc3F)CC2)n1,106,-0.2
C=CCn1c(=S)[nH]c2sc3c(c2c1=O)CCCC3,111,0.6
CC1=NN(c2ccccc2)C(=O)C12CC(C)=C(C)CS2 (centres undefined),95,-0.6
Cn1c(C(=O)O)c(CNCc2ccccc2)c2ccccc21,103,0.7
O=S1(=O)N=C(N2CCN(c3ccccc3)CC2)c2ccccc21,101,-0.6
Cc1ccc2c(c1)c1nc3ccccc3nc1n2CC(C)C,98,-0.9
Oc1ccc(Br)cc1C=Nc1cccc2nsnc12,95,-1.6
CCCN1C(=O)C(Cc2nc3ccccc3c(=O)n2-c2cccc(C)c2)c2ccccc21 (centres undefined),111,0.6
Cc1cccc(-n2ncc(C(=O)NCc3ccco3)c2C2CCN(C(=O)OC(C)(C)C)CC2)c1,105,-0.2
O=C(Nc1cccc(C(F)(F)F)c1)NC1CC(=O)N(Cc2ccccc2)C1 (centres undefined),101,-1.2
O=C(CNc1ccc(S(=O)(=O)N2CCCC2)cc1)N1CCc2ccccc21,102,-0.1
CC(Sc1nnc(CNC(=O)c2ccccc2F)n1C(C)C)C(=O)Nc1nccs1 (centres undefined),103,0.5
Cc1ccc(-n2nc(C)c3c(C(=O)NCc4ccc(F)cc4)cc(C)nc32)cc1,114,1.3
CC(C)CC(=O)Nc1nnc(S(=O)(=O)N2CCc3ccccc32)s1,111,0.8
C=CCn1c(SCC(=O)c2ccc(CNC(C)=O)s2)nnc1C1CCCCC1,99,-0.6
COC(=O)c1ccccc1NC(=O)c1noc2c1CCc1ccccc1-2,102,0.2

# (listing goes on)
SMILES,PV pol inh,PV pol inh FP z-score
CSc1ccc(/C=N/OCc2ncc(-c3ccccc3)o2)cc1,102,0
CC(=O)Nc1cnn(-c2ccccc2)c(=O)c1Cl,101,0.1
COc1ccc(NC(=O)C(C)n2sc3ccccc3c2=O)c(OC)c1 (centres undefined),101,-0.1
Cc1ccc(NC(=O)CN2C(=O)C3(SCC(=O)N3c3cccc(Cl)c3)c3ccccc32)cc1C (centres undefined),105,0.1
CCCOc1ccc(C(=O)O)cc1,103,0.8
CCOc1ccc(NC(=O)Cn2cc(C(=O)c3ccc(CC)cc3)c(=O)c3cc(C)ccc32)cc1,104,-0.8
COc1ccc(-c2nc3ccc(C(=O)NCc4ccccc4)cc3nc2-c2ccc(OC)cc2)cc1,105,-0.7
O=C(Cn1cnc2c(cnn2-c2ccccc2)c1=O)N1CCCc2ccccc21,100,-0.4
Cc1nn(C)c2c1c(C(F)(F)F)cc(=O)n2CC(=O)NCc1ccccc1Cl,113,1.8
Oc1ccccc1Oc1c(F)c(F)nc(F)c1Cl,103,0.2
Cc1ccc(OCC(=O)N2CCN(CCc3ccncc3)CC2)cc1,105,-0.1
CCOC(=O)CNC(=O)c1cc2c(=O)oc3ccccc3c2s1,102,-0.9
Cc1ccc(-c2[nH]c3ccccc3c2SCCNC(=O)c2ccncc2)cc1,104,0.5
CC1COc2c(N3CCN(C)CC3)c(F)cc3c(=O)c(C(=O)OCc4ccccn4)cn1c23 (centres undefined),100,-0.3
Cc1csc(N(C(=O)CSc2nnc(C)n2-c2ccccc2)c2ccccc2)n1,103,0.1

# 4 entries from above, field by field.
mol: CCn1c(=NC(=O)c2ccco2)sc2cc(Cl)ccc21
  PV pol inh: 102; PV pol inh FP z-score: 0.1

mol: O=C(O)/C=C/c1c[nH]c(=O)[nH]c1=O
  PV pol inh: 99; PV pol inh FP z-score: -0.4

mol: Cc1cc(C)n(-c2nc3cc(Cl)ccc3nc2N2CCN(c3ccccc3F)CC2)n1
  PV pol inh: 106; PV pol inh FP z-score: -0.2

mol: C=CCn1c(=S)[nH]c2sc3c(c2c1=O)CCCC3
  PV pol inh: 111; PV pol inh FP z-score: 0.6

# Further records follow.
SMILES,PV pol inh,PV pol inh FP z-score
CC12CCC(=O)N1C(C(=O)OCc1cc(=O)n3ccsc3n1)CS2 (centres undefined),98,-1.1
Cc1ccc(CNC(=O)c2cc(=O)[nH]c3ccccc23)n1C,104,0.5
CS(=O)(=O)N1CCCc2cc(C(=O)N3CCN(Cc4ccccc4)CC3)ccc21,104,0.9
O=C(O)c1ccccc1SCc1cc(=O)n2nc(-c3ccco3)sc2n1,100,-0.4
CCC(C)n1c(=N)c(S(=O)(=O)c2ccc(C)cc2)cc2c(=O)n3cc(C)ccc3nc21 (centres undefined),104,-0.2
CC(CC(=O)O)CC(=O)N1CC(C)OC(C)C1 (centres undefined),102,-0.1
CC(C)C(NS(=O)(=O)c1ccc2c(c1)CCCC(=O)N2)C(=O)N1CCN(c2ccccc2)CC1 (centres undefined),101,0
CCc1ccc(OCC(=O)Nc2cc(-c3ccc(C)cc3)no2)cc1,107,0
O=C(CSc1nnc(Cc2ccccc2)n1Cc1ccccc1)N1CCCC1,100,-0.4
CCc1ccc(NC(=O)c2cccc(NC3=NC4CS(=O)(=O)CC4S3)c2)cc1 (centres undefined),101,0.4
O=C(NCc1ccccc1)N(Cc1cccnc1)Cc1cc2cc3c(cc2[nH]c1=O)OCCO3,103,0.4
COc1ccc(-c2ccc(CCC(=O)O)n2CC(=O)Nc2cccc(Cl)c2C)cc1,106,-0.1
O=C(CNC(=O)c1ccc(C(F)(F)F)cc1)NC1CC1,109,0
Cc1nnc(N2C(=O)c3oc4ccccc4c(=O)c3C2c2ccc(C(C)(C)C)cc2)s1 (centres undefined),104,0.1
Cc1c(NC(=O)/C=C/c2ccc(Cl)cc2Cl)c(=O)n(-c2ccccc2)n1C,101,-0.3
COc1ccc(Cl)cc1N=Cc1ccc2ncccc2c1,103,0.8

# A portion of the library. The share of hits here may be higher or lower than overall.
